Growth percent in the NCI-60 one-dose screen (48 h, 10 µM unless noted): 100 = growth as untreated, 0 = no growth, -100 = all killed.
HOP-92 = HOP-92 NSCLC cells | 71,000 tested, 6.3% active | AID 1794738
HOP-62 = HOP-62 NSCLC; 80,000 tested, 3.9% active
A549/ATCC = A549/ATCC NSCLC | 81,000 tested, 3.7% active | AID 1794740
M14 = M14 melanoma | 80,000 tested, 6.2% active
SK-MEL-28 = SK-MEL-28 melanoma | 81,000 tested, 4.1% active
EKVX = EKVX NSCLC; 71,000 tested, 3% active
SK-MEL-2 = SK-MEL-2 melanoma; 77,000 tested, 4.7% active; AID 1794763
SK-MEL-5 = SK-MEL-5 melanoma. 80,000 tested, 6.4% active. AID 1794755
* = called active by the depositor; / = not tested or not shown; & = joins results of further samples. The calls were made as follows: active = growth percent below 10; inactive = the rest.

No.	compound	HOP-92	HOP-62	A549/ATCC	M14	SK-MEL-28	EKVX	SK-MEL-2	SK-MEL-5
1	O=C1/C(=C/c2ccc3c(c2)OCO3)COc2ccc(-c3ccccc3)cc21	89	110	100	116	107	82	96	127
2	N#CC(CC(=O)OCc1ccccc1)NC(=O)OCc1ccccc1 (stereo unspecified)	/	97	94	125	93	107	103	107
3	Cn1c(=O)c2c(nc(OC3CCCC3)n2C)n(C)c1=O	88	96	105	102	99	104	114	103
4	Clc1ccc(C2=Nn3c(nnc3-c3ccccc3)SC2)cc1	/	109	93	107	113	88	106	98
5	O=C(NCCNC(=O)c1ccccc1)c1ccccc1	/	80	99	96	111	90	100	102
6	Cc1nc2ncc(-c3n[nH]c(=S)o3)c(=O)n2[nH]1	100	102	110	100	101	102	104	103
7	O=C(CCSCCC(=O)N/N=C/c1ccccc1)N/N=C\c1ccccc1	91	99	84	93	116	94	102	104
8	O=C(NCc1ccc(Cl)cc1)c1c(O)c(=O)n(-c2ccccc2[N+](=O)[O-])[nH]c1=O	94	79	101	87	106	100	89	114
9	CCOC(=O)CSC1=Nc2c(c(-c3ccccc3)cn2-c2ccc(C)cc2)C2=NCCN12	88	88	105	101	108	89	97	98
10	COc1cc2c(cc1OCCCOc1cc3c(cc1OC)C(=O)N1CC(F)(F)C[C@H]1C=N3)N=C[C@@H]1CC(F)(F)CN1C2=O	-35*	11	36	-0.9*	-1.8*	49	35	-77*
11	CCCOc1cc2ccccc2cc1C(=O)Nc1nc(N)c2c(ccc3nccc32)[nH]1	-71*	-69*	-70*	-70*	-85*	-74*	-50*	/
12	COc1ccc(C(=O)C/C(=C\c2ccc(Cl)cc2)C(=O)NCc2ccccc2)cc1	86	83	85	95	91	96	80	93
13	O=C1CCCc2cc3c(cc21)CCCC3	93	111	104	99	121	110	103	103
14	O=C(O)c1ccc(NC(=O)c2ccc(-n3c(=O)[nH]c4ccccc4c3=O)cc2)cc1	119	96	108	107	111	99	107	102
15	COc1ccc(/C=C/c2nc(N3CCOCC3)c3cc(F)c(F)cc3n2)cc1OC	34	87	31	28	52	/	43	-18*
16	Cc1ccc(/C=C2/SC(=S)N(CC(=O)Nc3ncc(Cc4ccc(C)cc4)s3)C2=O)cc1	98	99	96	108	99	91	101	99
17	COCCOCCOCCOC(C)=O	100	99	95	102	115	102	99	102
18	COc1ccc(/C=C2\CN(C)CC3C2=NN(CCO)C3c2ccc(OC)c(OC)c2)cc1OC (stereo unspecified)	75	91	105	84	110	/	106	92
19	COc1ccc(/C=C/C(=O)c2cccc(OCCCOc3cccc(C(=O)/C=C/c4ccc(OC)c(OC)c4)c3)c2)cc1OC	84	118	71	68	75	49	65	20
20	COc1ccc(C(=O)NC(=O)Nc2ccc3c(c2)NC(=O)/C3=C\c2[nH]c(C)c(C(=O)NCCN3CCCC3)c2C)c(F)c1	81	99	90	109	104	109	131	97
21	N=C(N)c1ccc(C(=O)NCc2cccnc2)cc1	95	97	100	93	118	108	93	96
22	Cc1cc2nc(CC(=O)c3ccccc3)c(=O)[nH]c2cc1C	88	96	105	87	109	56	102	96
23	CC1(C)Oc2cc3oc(=O)ccc3cc2C[C@@H]1OCCNc1cc(-c2ccccc2)c(O)c(-c2ccccc2)c1	77	102	90	105	98	96	94	76
24	CC(=O)OCC1O[C@@H](OC(C)=O)[C@@H](NC(=O)NS(=O)(=O)c2ccccc2)C(OC(C)=O)[C@@H]1OC(C)=O (stereo partly specified)	98	/	106	108	108	96	-52*	102
25	Cc1cc(O)c(C(C)C)cc1SC#N	83	98	88	90	99	103	90	95
26	CCOC(=O)C(C(C)=O)c1ccc([N+](=O)[O-])cc1[N+](=O)[O-] (stereo unspecified)	78	103	96	108	122	/	101	102
27	O=C(c1ccc(OCCN2CCOCC2)cc1)C1[C@H](c2ccc(Cl)cc2)[C@@H](c2ccccc2)NC12C(=O)Nc1ccc(Br)cc12 (stereo partly specified)	-15*	61	18	24	44	20	28	47
28	Cc1ccc(S(=O)(=O)N/N=C(/c2ccccc2)c2cccs2)cc1	/	105	96	115	104	112	116	/
29	Cc1nnc(NS(=O)(=O)c2ccc(N=Nc3ccc(N)nc3N)cc2)s1	96	113	112&97	108&101	116&111	105&104	116&104	117&117
30	C=CCc1c(N(C)c2ccccc2)cccc1-n1cnc2ccccc21	77	98	81	94	105	106	90	78
31	CCOC(=O)N1CCN(CCCCOc2ccccc2N)CC1	95	95	93	96	101	98	100	104
32	N#Cc1ccc(/C=N/Nc2ncc(-c3cc4cc5c(cc4o3)OCO5)s2)cc1	107	94	97	106	97	97	104	96
33	C1=C2CNCC3=Cc4ccc5ccccc5c4OC23Oc2c1ccc1ccccc21	37	44	51	2.6*	47	66	52	36
34	CNc1nc(NC)nc(NNC(=O)c2ccccc2)n1	110	96	94	98	103	106	95	107
35	CCOC(=O)C1=C(N)N(c2ccc(Cl)cc2)C2=C(C(=O)CC(C)(C)C2)C1c1ccc(Cl)cc1 (stereo unspecified)	90	94	38	51	74	67	97	54
36	OC(c1cc2cc(Cl)ccc2c2cc(C(F)(F)F)ccc12)C1CCCCN1 (stereo unspecified)	-76*	-92*	-86*	-72*	-91*	-40*	-92*	-25*
37	O=C1/C(=C/c2cccc(O)c2O)SC(=S)N1CCCN1CCOCC1	/	87	90	87	96	/	101	90
38	COc1cc(/C=N\N=C\c2cc(OC)c(OC)c(OC)c2)cc(OC)c1OC	103	93	96	95	102	99	93	97
39	C[C@@]1([N+](=O)[O-])CC2C=CC1C2 (stereo partly specified)	104	106	85	104	105	99	99	102
40	O=C(NCc1ccc(N2CCCC2=O)cc1)c1ccc2noc(-c3ccccc3)c2c1	81	84	60	81	75	52	42	16

A stretch taken from the entries so far:
No.	compound	HOP-92	HOP-62	A549/ATCC	M14	SK-MEL-28	EKVX	SK-MEL-2	SK-MEL-5
21	N=C(N)c1ccc(C(=O)NCc2cccnc2)cc1	95	97	100	93	118	108	93	96
22	Cc1cc2nc(CC(=O)c3ccccc3)c(=O)[nH]c2cc1C	88	96	105	87	109	56	102	96

Following part:
No.	compound	HOP-92	HOP-62	A549/ATCC	M14	SK-MEL-28	EKVX	SK-MEL-2	SK-MEL-5
41	OC(CNC1CCCCC1)Cn1c2ccc(I)cc2c2cc(I)ccc21 (stereo unspecified)	-0.5*	74	75	69	81	/	97	68
42	O=[N+]([O-])c1ccc2c(c1)Cc1cc(F)ccc1-2	80	106	89	110	107	69	126	86
43	COc1ccc(/C=C/C(=O)c2ccc(NC(=O)CSc3nnc(-c4ccc(-c5nc6ccc(Cl)cc6[nH]5)cc4)o3)cc2)cc1	100	99	105	/	98	98	94	81
44	COc1cc(-c2nc3sc(C4CC4)nn3c2-c2ccc(Cl)cc2)cc(OC)c1OC	93	102	98	98	91	/	78	94
45	O=C(O)/C=C/c1c2ccccc2cc2ccccc12	95	88	92	101	104	/	97	98
46	O=c1cc(I)[nH]c(=O)[nH]1	86	91	98	95	103	96	99	101
47	CCCCCCCCCCCCNC(=O)c1cccnc1	40	87	94	81	97	82	104	81
48	O=C(O)c1cccc(=O)o1	80	105	87	96	108	102	98	103
49	Cc1ccc(NC(=O)Nc2ccc(Nc3ncnc4sc5c(c34)CCNC5)cc2)cc1Cl	86	80	81	89	112	94	/	92
50	CC1=NCCO1	94	110	95	/	96	96	109	104
51	Cc1cc(C)[n+](C)c(C)n1	112	109	104	103	119	100	109	101
52	COc1ccc(C2C(C#N)=C(N)Oc3c2sc2c(F)cccc32)cc1 (stereo unspecified)	42	23	37	-16*	60	50	20	22
53	COc1cc(/C=N/OC(=O)Nc2ccccc2)cc(OC)c1OC	75	94	/	107	104	117	115	102
54	CCCCOc1nc(C)cc(C)c1C#N	/	97	100	95	110	96	104	99
55	CCCCCCNC(=O)Oc1ccc(/C(=C(/C)Cc2ccc(OC)cc2)c2ccc(OCCN3CCCC3)cc2)cc1	71	95	90	96	95	91	102	91
56	Nc1nc(/C(=C/CC(=O)O)C(=O)N[C@@H]2C(=O)N3C(C(=O)O)=CCS[C@H]23)cs1	/	117	92	110	113	102	123	/
57	Cc1ccc2c(n1)C(=O)C(Cl)=C(Nc1ccccc1C(F)(F)F)C2=O	96	102	107	98	102	92	101	100
58	COc1ccc(C(=O)COc2ccc(/C=C3\Oc4ccc(OC)cc4C3=O)cc2)cc1	63	115	105	110	137	99	86	98
59	O=C(/C=C(O)/C=C/c1csc2ccccc12)/C=C/c1csc2ccccc12	99	106	103	102	107	105	89	102
60	CC(C)C(C(=O)O)n1c(O)c(/C=C2/C=c3cc4c(cc3=NC2=O)OCCO4)sc1=S (stereo unspecified)	/	101	103	103	111	104	104	106

The closing 3 records of the part before come first, to join the parts:
58: COc1ccc(C(=O)COc2ccc(/C=C3\Oc4ccc(OC)cc4C3=O)cc2)cc1
59: O=C(/C=C(O)/C=C/c1csc2ccccc12)/C=C/c1csc2ccccc12
60: CC(C)C(C(=O)O)n1c(O)c(/C=C2/C=c3cc4c(cc3=NC2=O)OCCO4)sc1=S (stereo unspecified)
61: COc1nc2ccccc2cc1Cc1cc(-c2ccccc2)n[nH]c1=O
62: CCN1C(=N)N(c2ccccc2)C(=O)C(CC)(CC)C1=O
63: c1cncc(-c2nc(-c3c[nH]c4ccccc34)cs2)c1
64: Cc1nc2ncccn2c1-c1csc(N)n1
65: Nc1nccc(=O)[nH]1
66: O=C(NCCN1CCOCC1)c1ccc2c(c1)nc(Nc1cccc(Cl)c1)c1ccncc12
67: O=C(CN1CCN(c2cc3c(cc2F)c(=O)c(C(=O)O)cn3C2CC2)CC1)N/N=C/c1c[nH]c2ccccc12
68: CCN(CC)c1ccc(N=Nc2ccc(S(=O)(=O)O)cc2)cc1

screen / no.,58,59,60,61,62,63,64,65,66,67,68
HOP-92,63,99,/,66,83,61,94,100,91,92,70
HOP-62,115,106,101,77,117,79,103,92,97,81,92
A549/ATCC,105,103,103,92,/,91,99,96,110,85,108
M14,110,102,103,101,115,81,110,102,/,99,102
SK-MEL-28,137,107,111,108,116,93,98,104,110,102,114
EKVX,99,105,104,75,110,/,/,100,106,91,111
SK-MEL-2,86,89,104,91,111,121,121,91,109,93,/
SK-MEL-5,98,102,106,89,106,86,100,111,97,98,107

69: COc1ccc(-c2cc(/C=C/C(=O)c3ccc(N)cc3)[nH]n2)cc1
70: CC(C)(C)NC(C1=CC(C)(C)c2ccccc2C1=O)c1ccccc1 (stereo unspecified)
71: N[C@H](CS)C(=O)O
72: COc1cc(C2=NN(C(C)=O)C(c3ccc(OC(C)=O)cc3OC(C)=O)O2)c(OC(C)=O)c2ccccc12 (stereo unspecified)
73: O=S(=O)(c1cccc(NC2=Nc3cccc4cccc2c34)c1)N1CCCC1
74: O=C(OCCCCCCN1CCOCC1)C1(c2ccccc2)CCCCC1
75: O=C(O)c1ccc(-n2cc(CNc3ccc(C(F)(F)F)cc3)c(-c3ccccc3)n2)cc1
76: COc1ccc2c(c1)C(=O)c1c-2c(=O)n(CCCN(C)C)c2cc(OC)c(OC)cc12

screen / no.,69,70,71,72,73,74,75,76
HOP-92,74,-51*,86,/,-3.4*,62,84,/
HOP-62,15,-14*,101,24,92,110,90,51
A549/ATCC,19,-9.2*,100,8.0*,66,98,73,56
M14,23,-42*,116,6.0*,69,96,89,48
SK-MEL-28,35,-11*,125,24,81,90,95,111
EKVX,/,-1.1*,98,/,62,93,92,113
SK-MEL-2,22,-65*,/,25,75,110,94,69
SK-MEL-5,24,3.8*,105,7.1*,45,69,91,87

77: COc1ccc2c(=O)cc(C(Cl)(Cl)Cl)oc2c1
78: CC1CN=C(c2cccc(-c3ccc(-c4ccccc4)o3)c2)N1 (stereo unspecified)
79: CC(C)NCC(O)COc1cccc2[nH]ccc12 (stereo unspecified)
80: CCN1C(=O)N(CC)C2SC(N/N=C/c3ccc(OC)cc3)=NC21 (stereo unspecified)
81: O=c1sc2ccccc2n1CCCl
82: NS(=O)(=O)c1ccc(N/C=C/C(=O)c2cc3cc(Br)ccc3oc2=O)cc1
83: O=C(Nc1ccccc1)Nc1ccc([N+](=O)[O-])cc1
84: Cc1c(Cl)ccc2c1-n1cccc1C(C)C2 (stereo unspecified)

screen / no.,77,78,79,80,81,82,83,84
HOP-92,-26*,-13*,79,36,105,93,72,106
HOP-62,-15*,40,103,48,92,95,106,/
A549/ATCC,-0.9*,12,107,24,103,95,71,100
M14,-67*,-67*,101,3.9*,100,100,89,107
SK-MEL-28,-83*,-76*,113,60,111,103,85,110
EKVX,/,37,111,42,/,95,66,108
SK-MEL-2,-75*,-70*,102,61,91,106,100,121
SK-MEL-5,-92*,-93*,104,-0.5*,103,97,84,97

85: CCCCOc1nc2cc(Cl)ccc2cc1/C=C/c1cc(/C=C/c2cc3ccc(Cl)cc3nc2OCCCC)[nH]n1
86: COc1ccc2c(c1)N=c1c-2cc2c(O)[nH]c(=S)n2c1=O
87: CCCCCOC(=O)c1cccc(NC(=O)CNCC)c1
88: Cc1[nH]c(C(=O)Nc2cc(C(N)=O)ccc2OC2CCNC2)c(Cl)c1Cl (stereo unspecified)
89: O=S(=O)(c1ccccc1)c1ccc(Cl)cc1
90: C(=NC1CCCCC1)c1ccccc1
91: O=C1/C(=C/c2ccc(Cl)cc2)SC(=S)N1CCc1ccc(O)cc1

screen / no.,85,86,87,88,89,90,91
HOP-92,91,71,96,44,96,74,74
HOP-62,101,37,95,80,98,109,100
A549/ATCC,95,66,93,99,86,93,87
M14,/,40,105,84,105,103,104
SK-MEL-28,106,73,112,105,108,105,101
EKVX,93,49,110,84,103,/,94
SK-MEL-2,100,42,105,100,93,116,100
SK-MEL-5,/,13,103,92,101,104,97

Screening results as filed in PubChem.
